High-throughput results as filed in PubChem BioAssay.
LANA DNA inh = blocks KSHV LANA C-terminal domain binding to DNA | MBP-C-LANA/FAM-LBS DNA binding, fluorescence polarization | AID 504423 | 340,000 tested, 0.078% active | inhibition, % at 9 µM;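 active means highest replicate inhibition at or above 60% at 9 µM, even if other replicates fall short; inactive means all replicates below 60% inhibition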;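 further: 0% = neutral control wells and 100% = 4 µM acridine orange control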
Cardiac RTF inh = cardiac RTF calcium desensitization; IANBD-labeled cardiac RTF, Ca2+ fluorescence; inhibition, % at 7.15 µM; 340,000 tested, 0.12% active; AID 493244;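 active means inhibition above the mean inhibition of all tested compounds plus 3 SD, cut at about 17% in these data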;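 further: assay run at fixed EC70 calcium of 1.6 mM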
SR-BI DiI inh = inhibitors of mouse SR-BI mediated HDL lipid uptake. Q61009. ldlA[mSR-BI] CHO cells, DiI-HDL uptake fluorescence, 3 h. inhibition, % at 12.5 µM. 320,000 tested, 0.96% active;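 active means mean replicate inhibition of at least 70% and a set share of replicates each scoring 70 or more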;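 further: 0% = median of neutral control wells and 100% = median of positive control wells; values of inactives mirror those of a sister screen read the other way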
DAGLB inhibitor = blocks human DAGLB lipase activity; Q8NCG7; HEK293T DAGLB membrane lysate, EnzChek fluorogenic substrate; inhibition, % at 5.17 µM; 340,000 tested, 0.059% active; in the data active means inhibition above about 34%;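 further: 0% = enzyme with vehicle and 100% = wells lacking enzyme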
SR-BI uptake up = activators of SR-BI mediated HDL lipid uptake; CHO ldlA[mSR-BI] cells, DiI-HDL uptake fluorescence, 3 h; 100 = double the neutral-control signal; activation, % at 12.5 µM; 320,000 tested, 0.096% active; AID 504775;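 active means mean replicate activation of at least 60% and every replicate at or above 60%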;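 further: 0% = median plate neutral-control signal and 100% = twice that signal; values of inactives mirror those of a sister screen read the other way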
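Test system: SR-BI-overexpressing, LDLR-lacking CHO cells; Also added: labelled HDL, 10 µg/mL; Measured by: bottom-read cell fluorescence after medium removal, ex 550/em 595 nm; Timing: 3 h uptake period with compound, 37 °C; Buffer or medium: F12, 0.5% BSA, 25 mM HEPES; Doses: single compound concentration, delivered by pin transfer.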
Arrestin-AP2 inh = blocks beta-arrestin peptide binding to AP2 adaptin | FITC-arrestin peptide / GST-AP2 beads, flow cytometry; AP2 beta2 appendage carries R879A mutation | inhibition, % at 10 µM | 340,000 tested, 0.31% active;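 active means inhibition above a set limit, near 3 SD of compounds lacking own fluorescence, cut at about 54% in these data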;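 further: plate controls were DMSO wells for no effect and 5 µM unlabelled arrestin peptide for full effect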
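test system = AP2 appendage R879A on GSH beads | buffer or medium = PBS plus Tween 20 (0.05%) and BSA (0.1%) | incubation = 12 min plus 1 h, RT | detection = bead flow cytometry, FITC channel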
Keap1 Nrf2 FP = Keap1-Nrf2 (human) interaction inhibition. inhibition, % at 9.4 µM. Keap1 Kelch-Nrf2 peptide fluorescence polarization, 1536-well. Q14145. 340,000 tested, 0.15% active; in the data active means inhibition above about 12%;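 further: human Keap1 Kelch domain with fluorescein labeled Nrf2 9mer peptide probe; 0% = neutral control wells and 100% = peptide positive control; higher means more block of Keap1 binding to Nrf2 peptide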
PKA-R2B activ = activates the human PKA-R2B holoenzyme complex; activation, % at 11.4 µM; 340,000 tested, 0.079% active; PKA-R2B holoenzyme dissociation, Cy5-IP20 fluorescence polarization; R2B truncated from residue 108, S112A mutant; 0% DMSO only, 100% 113 µM cGMP; P22694+P31323;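 active means activation above a cutoff set at the mean over all compounds plus 3 SD, cut at about 18% in these data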;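 further: higher means more holoenzyme dissociation and a rise in polarization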
Target sequence (P31323 whole entry, looked up, other chains not shown, the tested form may be a part): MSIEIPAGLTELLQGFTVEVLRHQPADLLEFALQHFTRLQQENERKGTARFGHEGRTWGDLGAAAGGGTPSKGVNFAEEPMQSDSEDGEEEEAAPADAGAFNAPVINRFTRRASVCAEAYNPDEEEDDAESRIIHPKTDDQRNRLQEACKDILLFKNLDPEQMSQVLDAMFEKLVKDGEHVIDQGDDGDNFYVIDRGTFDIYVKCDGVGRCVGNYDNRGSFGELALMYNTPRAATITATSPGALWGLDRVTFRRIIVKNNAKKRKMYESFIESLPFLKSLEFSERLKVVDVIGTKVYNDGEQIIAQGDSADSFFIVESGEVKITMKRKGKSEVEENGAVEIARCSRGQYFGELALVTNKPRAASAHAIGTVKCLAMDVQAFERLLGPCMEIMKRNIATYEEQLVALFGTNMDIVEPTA
NSD2 inh = NSD2 (human) methyltransferase inhibition; 310,000 tested, 0.54% active; inhibition, % at 12.5 µM; NSD2 peptide methylation, AlphaScreen, 120 min; in the data active means inhibition above about 50%
PvdQ acylase = blocks Pseudomonas aeruginosa PvdQ acylase activity; purified PvdQ acylase, fluorescence plate reader; inhibition, % at 10 µM; 340,000 tested, 0.063% active; AID 488965; in the data active means inhibition above about 30%, passing the limit was not always enough;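 further: 0% = vehicle neutral wells and 100% = reference inhibitor wells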
* = called active by the depositor; · = not tested or not shown.

SMILES | LANA DNA inh | Cardiac RTF inh | SR-BI DiI inh | DAGLB inhibitor | SR-BI uptake up | Arrestin-AP2 inh | Keap1 Nrf2 FP | PKA-R2B activ | NSD2 inh | PvdQ acylase
Cc1c(/C(O)=C2/C(=O)C(=O)N(CCN(C)C)C2c2ccc(C(C)C)cc2)cnn1-c1ccccc1 (centres undefined) | 0.3 | 1 | 2 | -2 | -2 | -8 | -2 | -2 | 0 | 3
O=C(CCc1c[nH]c2ccccc12)NCC1COc2ccccc2O1 (centres undefined) | 0.1 | -1 | 11 | 1 | -11 | 11 | -5 | -6 | · | -17
C/C(N)=C(/C#N)C(=O)CSc1nn(-c2ccc(Cl)cc2)c(=S)s1 | -3.3 | 5 | 0 | -1 | 0 | 18 | -2 | -6 | 1 | 2
O=c1c2ccccc2nc(/C=C/c2ccccc2)n1CCCO | -2.7 | 3 | 17 | -2 | -17 | 3 | 2 | 10 | -1 | 14
CC(=C/C(=O)O)/C(=C\c1ccc(Br)o1)C(=O)O | 1.3 | 7 | · | -2 | · | 8 | 0 | -1 | 2 | -2
Cc1ccc2cccc(NC(=S)NC(=O)c3ccccc3)c2n1 | 0.7 | -16 | 16 | -15 | -16 | 22 | 4 | 8 | 0 | -8
CCn1c(SCC(=O)NC)nnc1C(C)C | -0.2 | -7 | 0 | 0 | 0 | -6 | -7 | -8 | 0 | -3
CC(C)OC(=O)/C(C#N)=C/c1ccc(-c2ccc(SC(F)F)cc2)o1 | 3.4 | -19 | 13 | 0 | -13 | 9 | -5 | 1 | -2 | -9
CCc1ccccc1NC(=O)CN(c1cccc(OC)c1)S(C)(=O)=O | -1.3 | 3 | -29 | -5 | 29 | 3 | 0 | 2 | · | 18
Cc1cccc(NC(=O)c2ccccc2C(=O)Nc2cccc(C)c2)c1 | 1.0 | -2 | 26 | -1 | -26 | -12 | -3 | -10 | -2 | 0
COc1ccc2nc(NC(=O)Nc3ccccc3OC)sc2c1 | 1.4 | 4 | 47 | -1 | -47 | -17 | -3 | -4 | -1 | -13
O=C(Nc1ccc(Cl)cc1Cl)C1=Cc2ccccc2OC1 | -0.4 | -8 | 8 | -22 | -8 | 6 | -3 | 7 | -2 | -13
COc1ccc(S(=O)(=O)N(CC(=O)N2CCN(C)CC2)C2CCCCC2)cc1OC | 0.8 | -6 | -32 | -1 | 32 | -5 | -8 | 3 | 0 | -13
O=C(COC(=O)c1ccc(F)cc1)Nc1ccc(Cl)cn1 | -9.4 | -2 | -15 | 1 | 15 | -5 | -2 | -1 | -2 | -11
COc1ccc(/C=C(/NC(=O)c2ccco2)C(=O)N2CCc3ccccc32)cc1OC | -2.5 | -1 | 0 | 0 | 0 | 9 | -3 | -9 | 1 | 11
O=C(NCCN1CCN(c2cccc(Cl)c2)CC1)Nc1ccccc1 | -0.3 | -12 | -13 | 0 | 13 | 4 | 2 | -5 | 0 | -2
COC(=O)CCC(=O)c1oc2ccccc2c1N | 0.4 | -8 | -12 | 1 | 12 | -6 | 2 | 11 | 1 | -4
O=c1cc[nH]c2ccc(OC(F)(F)F)cc12 | -0.4 | 13 | -16 | 0 | 16 | 4 | -1 | 3 | 0 | 9
COc1ccc(C(=O)NC23CC4CC(CC(C4)C2)C3)cc1OC | -0.1 | 3 | -6 | 1 | 6 | -9 | -3 | 12 | 1 | -10
COc1cccc(NC(=O)c2ccc(NC(=O)C(C)(C)C)cc2)c1 | 0.2 | -9 | 51 | -1 | -51 | 0 | -2 | -9 | 19 | 14
Cn1cccc1C(=O)OCc1ccc(F)cc1 | 1.1 | 4 | -8 | -3 | 8 | 19 | -6 | 0 | 2 | 0
CCOc1ccc(NC(=O)CSc2nc(C)c3c(c2C#N)CCCC3)cc1 | -1.0 | -2 | -3 | -1 | 3 | 13 | 0 | -2 | -1 | 9
CC[C@@H]1Cc2cc(O)ccc2C2=C1c1ccc(O)cc1C[C@H]2CC | -1.8 | -8 | 76* | 2 | -76 | 7 | -3 | -5 | · | -12
CCOC(=O)CN1C=C(c2ccc3ccccc3n2)C(C[N+](=O)[O-])c2ccccc21 (centres undefined) | 8.5 | -61 | 56 | -15 | -56 | 1 | 6 | -12 | · | -17
